Compound activity deposited in PubChem BioAssay by several laboratories.
ABHD5 PLIN5 PPI – ABHD5-PLIN5 protein interaction inhibition; Q00G26+Q8WTS1; Split G. princeps luciferase complementation, luminescence, 4 h; inhibition, % at 4 µM; hit rate 0.78% among 360,000;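 active means inhibition above the mean inhibition across every tested compound plus 3 SD, cut at about 22% in these data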;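 further: 0% = DMSO only wells and the 100% control is not disclosed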
Target sequence (Q00G26 whole entry, looked up): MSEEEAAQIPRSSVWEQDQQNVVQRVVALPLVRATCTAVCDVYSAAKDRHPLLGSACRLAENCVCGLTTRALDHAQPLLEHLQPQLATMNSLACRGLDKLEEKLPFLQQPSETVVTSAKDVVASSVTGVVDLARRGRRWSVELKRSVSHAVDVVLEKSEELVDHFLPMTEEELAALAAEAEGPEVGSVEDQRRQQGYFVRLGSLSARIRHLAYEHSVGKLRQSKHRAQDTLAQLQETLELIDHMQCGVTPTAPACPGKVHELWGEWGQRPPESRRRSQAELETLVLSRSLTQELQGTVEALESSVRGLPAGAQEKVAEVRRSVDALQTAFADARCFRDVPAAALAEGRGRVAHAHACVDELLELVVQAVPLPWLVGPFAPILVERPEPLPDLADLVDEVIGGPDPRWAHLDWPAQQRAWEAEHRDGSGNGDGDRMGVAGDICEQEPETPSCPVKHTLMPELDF
Target sequence (Q8WTS1 whole entry, looked up): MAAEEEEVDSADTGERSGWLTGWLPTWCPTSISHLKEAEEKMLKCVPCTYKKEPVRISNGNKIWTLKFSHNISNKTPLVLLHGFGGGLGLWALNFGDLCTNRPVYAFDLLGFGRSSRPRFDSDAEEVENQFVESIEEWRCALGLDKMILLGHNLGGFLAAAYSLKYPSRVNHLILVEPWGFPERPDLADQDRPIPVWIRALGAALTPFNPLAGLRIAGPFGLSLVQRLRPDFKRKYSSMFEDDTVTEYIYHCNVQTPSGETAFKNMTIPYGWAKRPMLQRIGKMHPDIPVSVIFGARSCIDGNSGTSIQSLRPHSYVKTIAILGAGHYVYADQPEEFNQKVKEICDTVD
HTR2A ag – agonists of mouse serotonin 5-HT2A receptor (HTR2A); P35363; CHO-K1 mHTR2A beta-arrestin complementation, luminescence; percent of 30 µM serotonin response; activation, % at 7.6 µM; hit rate 0.66% among 360,000; AID 624169;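 active means activation above a run cutoff, the mean activation of all tested compounds plus 3 SD, cut at about 14% in these data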;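 further: 0% = plate median of compound wells and 100% = 30 µM serotonin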
MC4R antagonist – antagonists of human melanocortin 4 receptor (MC4R). P32245. MC4R-expressing cells, MTII-stimulated cAMP, LANCE TR-FRET. inhibition, % at 6.5 µM. hit rate 0.48% among 360,000;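 active means inhibition above its plate's cutoff, the mean of tested wells on that plate plus 3 SD, cut at about 29% in these data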;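 further: 0% = Melanotan II alone and 100% = Melanotan II plus saturating MCL0020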
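System: U2OS cells stably expressing human melanocortin 4 receptor (MC4R). Reagent: Melanotan II challenge after compound preincubation. Doses: 6.5 µM. Times: 30-min compound, 1-h challenge, 1-h detection, room temperature. Measured by: TR-FRET with Eu-cAMP and labeled anti-cAMP, 671 nm. Replicates: singlicate.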
Exocytosis inh – blocks lytic granule exocytosis | TALL-104 LAMP-1 surface exposure, flow cytometry; cells stimulated with thapsigargin and PMA | inhibition, % at 10 µM | hit rate 0.66% among 360,000 | AID 651702;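 active means inhibition above about 55%, limit read from the data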
MC4R ag barr – agonists of human melanocortin 4 receptor (MC4R) beta-arrestin. U2OS MC4R beta-arrestin complementation, luminescence; percent of melanotan II response, DMSO zero. activation, % at 8.9 µM. hit rate 0.98% among 360,000;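 active means activation above a per-plate cutoff, the mean activation of sample wells on that plate plus 3 SD, cut at about 8% in these data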
N-glyco inh – blocks N-linked glycosylation in D54 reporter cells; hit rate 0.23% among 360,000; D54 ERlucT glycosylation luciferase reporter, 24 h; percent of 100 nM tunicamycin response; reporter increase, % at 12.5 µM;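 active means mean luciferase reporter signal, scaled so untreated is 0 and the glycosylation-blocking control 100, at or above a set limit in every replicate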;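 further: luciferase carries N-glycosylation sites so blocking glycosylation raises the light; 0% = median of neutral control wells and 100% = median of 100 nM tunicamycin wells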
CaV13 FRET inh – Disruptors of the CACNA1D IQ motif to Ca2+-dependent inactivation inhibitor domain association, primary screening, Förster resonance energy transfer in intact living …; HEK cells, CFP/YFP FRET ICDI-IQ, plate reader, 10 min; percent FRET-ratio fall versus neutral wells; inhibition, % at 12.3 µM; hit rate 0.098% among 340,000; AID 743397;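 active means mean replicate inhibition of at least 30% and at least 1% of replicates passing that level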;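 further: 0% = median of the neutral control wells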
ABCB6 inh 2 – blocks the human ABCB6 transporter; Q9NP58; K562-ABCB6 porphyrin accumulation, flow cytometry, 1 h; active compounds read low; hit rate 0.19% among 360,000; fluorescence ratio to DMSO, % at 10 µM;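 active means fluorescence ratio to DMSO below 75%, the collection mean minus 3 SD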;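 further: signal is porphyrin accumulated inside mitochondria; 100% equals median channel fluorescence of DMSO control wells; lower ratio means ABCB6 inhibition with less porphyrin fluorescence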
PDI inh – inhibitors of human protein disulfide isomerase. P07237. PDI insulin aggregation turbidity, A650, 90 min. inhibition, % at 10 µM. hit rate 0.052% among 350,000;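 active means mean inhibition across replicates of 30% or more, whatever share of single replicates reach that level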;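 further: absorbance from insulin aggregation driven by PDI reduction with DTT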
Cardio protect – modulators protecting cardiomyocytes from myocardial damage; AID 588492; H9c2 cardiomyocytes, H2O2 injury protection, ATPLite, 2 h; hit rate 0.63% among 360,000; protection from H2O2 cell death, % at 20 µM;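 active means compounds giving at least 50% protection of heart cells from peroxide-induced death in the single-dose screen, raw or plate-pattern-corrected value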;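 further: 0% = DMSO wells with peroxide and 100% = DMSO wells without peroxide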
Active calls of the source: *; . = no result given.

Structure	ABHD5 PLIN5 PPI	MC4R antagonist	N-glyco inh	ABCB6 inh 2	HTR2A ag	MC4R ag barr	CaV13 FRET inh	Cardio protect	PDI inh	Exocytosis inh
CCC(C)(C)NC(=O)c1ccc2c(c1)N(CC(=O)NC1CCCC1)C(=O)C(C)(C)O2	-1	4	0	98	-8	-1.6	-4	2	-3	-18
O=S(=O)(Nc1ccc(NS(=O)(=O)c2ccccc2)c(Cl)c1)c1ccccc1	-5	13	-1	104	-5	1.3	-5	-1	2	-4
OCCC1CN(Cc2ccsc2)CCN1C1CCCC1 (centres undefined)	-4	15	0	97	-1	1.6	-17	-1	2	-3
COc1cc(C2N(C)C(=O)c3ccccc3N2C)ccc1O (centres undefined)	1	-2	3	100	-1	-1.8	-6	0	-3	-1
Cc1cccc(N(C)S(=O)(=O)c2ccc3[nH]c(=O)c(=O)[nH]c3c2)c1	2	-7	5	89	1	0.1	-6	9	-4	-1
COc1ccc(CCNC(=S)Nc2cccc3ccccc23)cc1	-3	18	2	92	-1	-1.9	-5	1	8	-1
CC(=O)Nc1ccc(N/C=C/C(=O)c2ccc(Cl)cc2)cc1	12	-1	2	101	-3	-0.5	-20	-5	-6	28
CC(C)(C)C(=O)NC(NC(=S)Nc1ccc(S(N)(=O)=O)cc1)C(Cl)(Cl)Cl (centres undefined)	7	8	0	90	-1	0.9	-7	1	-4	-4
CN1CCC(NC(=O)c2cc(-c3cccc(Br)c3)nc3ccccc23)CC1	14	0	0	101	-8	-3.0	0	-9	6	1
COc1cc(C2Nc3ccccc3C(=O)N2c2ccccc2)ccc1O (centres undefined)	7	-3	3	115	-3	-1.4	.	9	-5	-2
COc1cc(NC(=O)c2cc([N+](=O)[O-])ccc2Br)ccc1NC(=O)c1ccco1	2	28	-6	109	-4	-2.2	-7	6	-19	-7
COc1ccc(OC)c(N(CC(=O)Nc2cccc(C(F)(F)F)c2)S(C)(=O)=O)c1	-2	1	1	93	-8	-2.3	-5	-10	8	1

Next compounds follow:
Structure	ABHD5 PLIN5 PPI	MC4R antagonist	N-glyco inh	ABCB6 inh 2	HTR2A ag	MC4R ag barr	CaV13 FRET inh	Cardio protect	PDI inh	Exocytosis inh
Cc1csc(=O)n1CC(=O)OCC(=O)NNC(=O)c1ccc([N+](=O)[O-])cc1	-6	0	0	104	15*	1.9	-1	-1	-5	4
CC(=O)c1nc(N2C(=O)CC(Cc3ccc(C)cc3)C2=O)sc1C (centres undefined)	-5	11	3	100	-4	-1.2	-4	6	-4	1
O=C(CCN1CCN(c2ccccc2)CC1)Nc1ccccc1F	1	19	-1	103	3	2.4	-6	2	-2	0
COc1ccccc1C(=O)NC(CCSC)C(=O)NNC(=O)c1ccncc1 (centres undefined)	-2	12	-1	94	5	0.5	-2	-2	2	0
CCOc1ccccc1N1CC(O)=C(c2nc3ccccc3s2)C1=N	2	-19	17	100	-1	-3.5	-9	95*	-5	2
Cc1ccc2cc3cc(C(=O)N4CCN(C(=O)c5ccco5)CC4)sc3nc2c1	5	8	0	99	-6	-1.2	.	37	3	-3
O=C(Nc1ccc(S(=O)(=O)Nc2cnc3ccccc3n2)cc1)c1ccccc1Br	-2	6	0	103	4	0.0	-7	-2	0	-5
O=C(CN1C(=O)COc2ccc(Cl)cc21)Nc1ccccn1	-1	6	0	97	5	0.3	-2	3	2	-9
CCNC(=O)n1nccc1C(C)Oc1ccccc1 (centres undefined)	3	0	-1	93	0	-1.6	.	5	-1	1
Cc1ncsc1CCOC(=O)c1ccc(N2CCOCC2)c([N+](=O)[O-])c1	-4	2	-1	99	-2	-2.6	-5	-2	-4	-4
COc1ccccc1N=Nc1[nH]c2ccc(C)cc2c1O	3	14	5	100	-1	0.8	-5	-6	2	1
CCOC(=O)c1cnc2ccc(C)cn2c1=O	1	4	3	96	0	-1.1	-16	-5	9	-3

Carrying on.
Structure	ABHD5 PLIN5 PPI	MC4R antagonist	N-glyco inh	ABCB6 inh 2	HTR2A ag	MC4R ag barr	CaV13 FRET inh	Cardio protect	PDI inh	Exocytosis inh
Cc1ccsc1C(=O)OCC(=O)NC1CC1	4	5	4	81	-13	1.7	-5	3	1	6
COc1ccc(C)cc1NC(=O)CNc1ccc(C(C)=O)cc1	1	-1	3	86	3	-2.0	-5	-2	5	-2
COC(=O)c1cccc(NC(=O)C2C3CCC(C3)C2C(=O)O)c1 (centres undefined)	6	-4	-2	92	5	-1.8	-10	8	-1	-2
OC(COCc1ccccc1)COCc1ccccc1	11	7	-1	93	-1	2.3	-6	2	-6	-2
CCOC(=O)C1CCN(C(=O)c2cccc(NC3=NC4CS(=O)(=O)CC4S3)c2)CC1 (centres undefined)	2	-1	1	101	5	-1.2	-5	7	.	0
Cc1ccc2cc(CN(CCCO)S(=O)(=O)c3cccc4nsnc34)c(=O)[nH]c2c1	-5	5	0	90	2	-1.4	-5	6	6	-3
CCN(CC)S(=O)(=O)c1ccc(NC=C(C#N)C#N)cc1	-11	-2	-1	98	-4	-1.2	-1	-11	2	-5
C=CCN1C(=O)C(O)(CC(=O)c2ccc(Cl)cc2)c2ccccc21 (centres undefined)	-9	-4	1	107	1	1.1	.	-13	-4	37
CCn1c(CNC(=O)COC)nc2ccccc21	-6	-5	3	101	-4	1.6	-3	-5	.	4
COc1cc(/C=N\n2nnnc2N)ccc1OCc1ccc(F)cc1	5	-2	1	91	-1	0.1	0	2	0	7
Cc1ccc(S(=O)(=O)NNC(=O)c2sc3nc(C)cc(C)c3c2-n2cccc2)cc1	-5	19	0	103	12	0.9	-4	2	2	-2
N/C(=N\OC(=O)c1cc([N+](=O)[O-])ccc1Cl)c1cccnc1	-3	62*	4	103	1	0.7	3	27	-6	7

(further entries)
Structure	ABHD5 PLIN5 PPI	MC4R antagonist	N-glyco inh	ABCB6 inh 2	HTR2A ag	MC4R ag barr	CaV13 FRET inh	Cardio protect	PDI inh	Exocytosis inh
CCN(CC(=O)NC(C)C)C(=O)c1cc(S(=O)(=O)N2CCCCC2)ccc1N1CCCCC1	2	-4	0	93	0	-0.6	-7	2	-1	-1
CCN1CCCC1CNC(=O)c1cc(S(=O)(=O)N(C)C)ccc1Cl (centres undefined)	2	2	-1	93	-3	-0.4	-2	0	2	-4
CN(C)c1ncnc2c1NC1=C(S2)C(=NCCCC(=O)O)CC(C)(C)C1	-11	0	3	100	4	-2.6	.	7	5	-4
O=C(C(=O)N(C1CCCCC1)C1CCCCC1)c1ccccc1	0	.	.	.	2	.	-5	.	.	-1
Cc1ccc(S(=O)(=O)N2CCN(Cc3ccccn3)CC2)cc1	-3	8	-2	89	-1	0.2	-3	-1	2	1
CN(C)C(=O)C1C2NC(=S)N(c3cccc(Cl)c3)C1(C)Oc1ccc(Cl)cc12 (centres undefined)	6	-4	1	96	1	-3.8	-7	56*	-5	-1
CN1C(=O)N(CC(=O)N2CCN(c3ccccc3F)CC2)C(=O)C12CCCCC2	-9	-1	0	95	-1	-2.4	-5	2	-5	8
CCCCCCN1CCN(C2CN(Cc3ccc(F)cc3)S(=O)(=O)C2)CC1 (centres undefined)	9	.	0	93	1	.	.	-2	.	2
COc1ccc(-n2nc(C(=O)NCC(=O)N3CCOCC3)c3ccccc3c2=O)cc1OC	-9	-8	2	99	-6	0.4	-3	5	-9	10
C/C(CC(=O)Nc1cccc(C(F)(F)F)c1)=N\NC(=O)c1cnccn1	3	1	2	89	-1	0.2	-3	-5	4	-2
Cc1cc2oc(C(=O)N3CCN(CCc4ccccn4)CC3)c(C)c2cc1C	1	9	-3	99	-6	-2.1	-7	-6	1	-4
CC(C)(C)c1ccc(Cn2nc(CC(=O)O)c3ccccc3c2=O)cc1	6	-5	3	106	-1	-1.6	-3	9	16	-1

Additional records:
Structure	ABHD5 PLIN5 PPI	MC4R antagonist	N-glyco inh	ABCB6 inh 2	HTR2A ag	MC4R ag barr	CaV13 FRET inh	Cardio protect	PDI inh	Exocytosis inh
Cc1cc(C(F)(F)F)nn1Cc1n[nH]c(=S)n1-c1ccc(Cl)cc1	-6	6	2	103	-3	-2.7	-10	-1	-5	-2
Cc1ccc(C)c(NC(=O)c2cc(S(=O)(=O)N3CCOCC3)cn2C)c1	-1	5	-1	96	2	3.1	-9	-6	.	0
COc1cc(CN(C(=O)c2ccco2)c2ccc(C)cc2)ccc1O	0	13	-4	106	0	0.6	-3	-1	-4	-1
Cc1cc(Cl)nc(-n2nc(C)cc2C)n1	3	10	2	97	16*	-0.3	-2	-1	-7	-5
COc1ccccc1Cc1c(-c2ccc(OC)c(OC)c2)nc2ccc(Br)cn12	5	.	-4	103	1	.	-7	5	.	-6
CC(C)(C)NC(=O)NC(=O)CSc1ccc(S(=O)(=O)N2CCCCC2)cn1	-10	0	1	94	-6	0.0	-3	-5	6	2
Cc1cc(C)nc(SCC(=O)c2ccc(O)cc2O)n1	-5	-1	0	100	0	0.7	-7	5	16	3
COc1cccc(N2CCN(c3ccc(S(=O)(=O)N4CCCC4)cc3)CC2)c1	1	11	-2	105	1	-1.6	-7	-6	3	0
COc1cccc(N2CCN(c3c4c(nc5ncnn35)CCC4)CC2)c1	-1	19	-4	90	0	0.3	-4	-8	-4	4
COc1ccccc1Oc1c(C)oc2cc(OC(=O)c3ccco3)ccc2c1=O	6	-2	3	102	2	-2.9	-4	-1	12	-7
N#Cc1cccc(C(c2nnnn2C2CCCC2)N2CCCCCC2)c1 (centres undefined)	0	6	-4	99	-5	0.7	-3	-9	-5	1
O=C(Nc1cccc(Cl)c1)c1cc(N=Nc2ccc([N+](=O)[O-])cc2Cl)ccc1O	-2	0	-11	93	0	-4.9	-14	-21	-6	-2

Compounds were not picked by outcome. About 4.2% of those tested had a hit in this group.
